TbMetRS inhib = Trypanosoma brucei MetRS inhibition; AID 624268; inhibition, % at 11.9 µM; purified T. brucei MetRS, ATP depletion, Kinase-Glo luminescence; 0.4% of 360,000 active;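 active = inhibition above a per-plate cutoff of the control wells' mean inhibition plus 3 SD, cut at about 5.5% in these data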;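 also: 0% = DMSO wells median and 100% = median of wells with control inhibitor compound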
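Test system – parasite MetRS enzyme · Reagent – substrates ATP, L-methionine and bulk Escherichia coli tRNA · Doses – 11.9 µM compound single dose, 0.9% DMSO · Times – 15 min enzyme-compound preincubation, 2 h reaction, 10 min detection, 25 °C · Signal – Kinase-Glo luminescence, ATP depletion format · Controls – DMSO-only wells as low control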
DNMT1 block = blocks human DNA methyltransferase DNMT1; 0.83% of 360,000 active; DNMT1 molecular beacon, Hinp1I cleavage, fluorescence; inhibition (reported as % activation of signal), % at 10 µM; P26358; in the data active = inhibition above about 50%
SUMO1 PPI mod = alters human SUMO1 binding to SIM partners; P63165; SUMO1 binding to a labelled peptide, TR-FRET, 1 h; inhibition, % at 20 µM; 0.33% of 360,000 active; AID 602429; in the data active = inhibition above about 37%
Target sequence (P63165 whole entry, looked up): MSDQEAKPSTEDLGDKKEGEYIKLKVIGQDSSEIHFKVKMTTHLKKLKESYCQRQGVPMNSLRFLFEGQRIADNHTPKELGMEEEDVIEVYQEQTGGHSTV
NadD inh = blocks S. aureus nicotinate mononucleotide adenylyltransferase. purified NadD enzyme, colorimetric absorbance read-out. 0.78% of 360,000 active. inhibition, % at 20 µM; in the data active = inhibition above about 26%; also: some compounds past the cut are filed as inactive
LMPTP inh = blocks human LMPTP phosphatase; P24666; recombinant LMPTP-A, OMFP fluorogenic substrate, fluorescence intensity; inhibition, % at 20 µM; 0.22% of 360,000 active;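 active = compounds that cut the enzyme signal by at least half of the control window in the single-dose screen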;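 also: plate controls were DMSO wells with enzyme plus substrate for no effect and substrate without enzyme for full effect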
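test system = LMPTP-A | amount = 0.625 nM LMPTP-A final | reagent = fluorogenic phosphatase substrate OMFP at 400 µM final | incubation = 50 min at room temperature | benchmarks = no-enzyme low control, uninhibited high control | medium = Bis-Tris pH 6.0, DTT, detergent | signal = fluorescence intensity of OMFP turnover product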
Rpn11 inh = blocks the human proteasome subunit Rpn11. O00487. human 26S proteasome, Ub4-pepOG fluorescence polarization; 20S core pre-blocked with epoxomicin. calls only at 20 µM. 0.59% of 360,000 active;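 active = inhibition at 20 µM, scaled to each plate's controls, above about 33%, limit read from the data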
MLLE-PAM2 inh = inhibitors of microRNA-mediated deadenylation, human PABP1 MLLE binding. P11940. GST-MLLE / FITC-PAM2 fluorescence polarization. inhibition, % at 20 µM. 0.36% of 360,000 active; in the data active = inhibition above about 35%, passing the limit was not always enough;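 also: plate controls were DMSO wells with GST-MLLE for no effect and wells lacking GST-MLLE protein for full effect; some results filed as inactive read as strong as hits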
Target sequence (P11940 whole entry, looked up): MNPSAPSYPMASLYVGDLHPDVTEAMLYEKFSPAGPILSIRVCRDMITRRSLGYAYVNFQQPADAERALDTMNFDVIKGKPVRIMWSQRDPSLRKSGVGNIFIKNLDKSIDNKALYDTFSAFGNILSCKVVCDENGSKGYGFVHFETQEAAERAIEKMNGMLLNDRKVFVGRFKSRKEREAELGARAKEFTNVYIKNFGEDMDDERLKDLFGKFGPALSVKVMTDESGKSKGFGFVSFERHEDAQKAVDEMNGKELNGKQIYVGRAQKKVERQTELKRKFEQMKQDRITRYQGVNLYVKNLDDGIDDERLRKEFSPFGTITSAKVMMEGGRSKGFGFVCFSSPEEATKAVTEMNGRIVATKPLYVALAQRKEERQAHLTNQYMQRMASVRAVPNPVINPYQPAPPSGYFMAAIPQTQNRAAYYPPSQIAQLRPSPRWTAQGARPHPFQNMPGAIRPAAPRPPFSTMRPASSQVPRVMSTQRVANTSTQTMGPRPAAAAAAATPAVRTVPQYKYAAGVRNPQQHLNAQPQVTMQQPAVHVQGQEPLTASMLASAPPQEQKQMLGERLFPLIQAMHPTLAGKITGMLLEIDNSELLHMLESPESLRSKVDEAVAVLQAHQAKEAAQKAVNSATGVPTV
CSN inh = CSN deneddylation inhibition | inhibition, % at 12.5 µM | AID 651999 | 0.38% of 360,000 active | Purified CSN, SCF-Nedd8-OG deneddylation, fluorescence polarization;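 active = pattern-corrected inhibition above about 35%, with an unprinted fluorescence ratio check between 0.5 and 1.5, limit read from the data, passing the limit was not always enough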;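 also: 0% = enzyme with substrate and 100% = substrate without enzyme; some results filed as inactive read as strong as hits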
Target sequence (Q92905 whole entry, looked up, one chain of several): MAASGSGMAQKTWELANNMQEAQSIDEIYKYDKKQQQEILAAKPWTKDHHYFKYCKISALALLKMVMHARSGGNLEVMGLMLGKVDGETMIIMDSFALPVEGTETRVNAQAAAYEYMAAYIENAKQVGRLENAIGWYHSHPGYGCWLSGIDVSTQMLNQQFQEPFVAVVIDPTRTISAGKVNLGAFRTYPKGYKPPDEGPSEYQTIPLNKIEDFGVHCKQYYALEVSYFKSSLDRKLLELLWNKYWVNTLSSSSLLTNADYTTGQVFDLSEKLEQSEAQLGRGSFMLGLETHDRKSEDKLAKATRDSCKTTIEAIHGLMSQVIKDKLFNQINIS
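Assay system: purified human Csn5 enzyme expressed in HEK293T cells; measure: % inhibition; also added: SCFSkp2-Nedd8OG substrate at 10 nM final; technique: fluorescence polarization; times: reaction 90 min, room temperature; medium: Tris buffer pH 7.5, NaCl, DTT, Tween-20, trehalose, ovalbumin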
STEP block = inhibitors of human striatal-enriched phosphatase STEP. inhibition, % at 20 µM. 0.25% of 360,000 active. P54829. recombinant STEP, OMFP fluorogenic substrate, fluorescence;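 active = inhibition at 20 µM, scaled per plate between control wells, above about 37%, limit read from the data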;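 also: 0% = DMSO with enzyme and substrate and 100% = substrate only without enzyme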
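Measure: Control-normalized % inhibition with plate pattern correction | Test system: STEP phosphatase, cell-free reaction | Medium: pH 6.0 Bis-Tris with DTT and Tween 20 | Technique: Fluorescence, 480/540 nm | Times: Reaction 20 min, ambient temperature | Doses: Single compound dose of 20 µM, 1% DMSO final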
Scp1 inh = blocks human Scp-1 phosphatase activity; Q9GZU7; Recombinant Scp1, phosphopeptide, malachite green phosphate absorbance; inhibition, % at 20 µM; 0.88% of 340,000 active; AID 493091;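 active = inhibition above about 50% at 20 µM, limit read from the data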;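 also: plate controls were DMSO wells with enzyme for no effect and wells lacking enzyme for full effect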
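Material – SCP-1 phosphatase catalytic domain, residues 76-261 · Buffer or medium – Acidic Tris acetate buffer with magnesium and detergent · Also added – Phospho 17-mer peptide substrate · Compound – single 20 µM dose, 1% DMSO · Times – 45 min room-temperature reaction, 5 min colour, 30 min stabiliser · Technique – Phosphate-binding colour reagent, absorbance read at 630 nm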
* marks the source's active call; other numbers are inactive results; i = inactive; . = no result given.

SMILES | TbMetRS inhib | DNMT1 block | SUMO1 PPI mod | NadD inh | LMPTP inh | Rpn11 inh | MLLE-PAM2 inh | CSN inh | STEP block | Scp1 inh
COc1ccccc1NC(=O)C(C/C=C(/C)Cl)C(C)=O (centres undefined) | -0.2 | 0 | -5 | 1 | 0.1 | i | 4 | 1 | 3 | -7
CCOC(=O)c1c(NC(=S)SC)sc(C(=O)N2CCc3ccccc3C2)c1C | 0.3 | -5 | 7 | 5 | 5.2 | i | -2 | 2 | 4 | .
Cc1ccccc1S(=O)(=O)N1C[C@H]2CON(C)[C@H]2C[C@H]1c1cccc(-c2ccccc2)c1 | -0.1 | -6 | 7 | 1 | 1.5 | i | -4 | 1 | -6 | 0
O=C(COC(=O)Cn1cnc2ccccc2c1=O)NCCC1=CCCCC1 | -0.9 | 9 | 2 | 6 | -2.4 | i | -93 | -8 | -4 | 16
CN1CCc2c(sc(/N=C/c3cc(C(C)(C)C)ccc3O)c2C#N)C1 | -0.4 | -8 | -7 | -9 | 1.8 | i | -49 | 13 | 3 | -13
CCN1c2ccc(S(=O)(=O)N3CCOCC3)cc2N(Cc2ccc(OC)cc2)C1C (centres undefined) | -0.7 | 11 | 5 | 0 | -0.6 | i | -19 | 2 | 0 | -6
COc1cccc(CNC(=O)C2CCN(Cc3cnn(-c4ccccc4)c3-n3cccc3)CC2)c1 | -0.7 | -5 | -2 | -6 | -1.3 | i | -5 | 0 | -6 | 4
Cc1ccc(S(=O)(=O)N2CCC(=O)N(CCOCc3ccc(C(F)(F)F)cc3)CC2)cc1 | -0.1 | -8 | 6 | -4 | 1.5 | i | -1 | -3 | 3 | -14
Cc1cnc(C(=O)NC2CCSc3ccccc32)cn1 (centres undefined) | 0.8 | -2 | -6 | -1 | 0.7 | i | 9 | 6 | -2 | -5
CC(OC(=O)Cc1n[nH]c(=O)c2ccccc12)C(=O)Nc1ccc(F)cc1Cl (centres undefined) | -0.2 | 2 | -2 | -2 | -0.9 | i | 17 | -3 | -2 | -3
COc1cc2c(c(NC(C)=O)c1)N(C(C)=O)CCC2 | -0.2 | 0 | 0 | 3 | -1.1 | i | 21 | 0 | 0 | -3
COC(=O)C1=C(C)NC(=O)NC1c1ccc([N+](=O)[O-])o1 (centres undefined) | 0.4 | 6 | -11 | 1 | 0.1 | i | 3 | -19 | -2 | -5
CCOc1ccc(-n2c(C)nnc2SCC(=O)N(CC)CC)cc1 | -0.7 | 2 | 2 | -3 | -0.4 | i | -13 | -10 | 0 | -5
COc1ccc(-c2nnc(SCc3ccc(C(=O)O)cc3)n2N)cc1 | -0.4 | 0 | 2 | -3 | -1.1 | i | -52 | -2 | 1 | -8
CCOc1ccc(OCCn2c(S(=O)(=O)O)nc3c(N)ncnc32)cc1 | -0.3 | -2 | 2 | -4 | -1.6 | i | -13 | 4 | -2 | -13
Cc1ccc(NC(=O)COC(=O)/C=C/c2ccc(Br)o2)cc1S(=O)(=O)N(C)C | 0.3 | -1 | 1 | -1 | 0.4 | i | -3 | 1 | -1 | 3
COCCN(C(=O)COC(=O)Cc1ccc(Cl)cc1Cl)c1c(N)n(Cc2ccccc2)c(=O)[nH]c1=O | -0.1 | -1 | 6 | 2 | -1.7 | i | -3 | 2 | 0 | -8
C[C@H](NC(=O)[C@@H]1CCCN1C(=O)[C@@H]1CCCN1C(=O)OC(C)(C)C)c1ccccc1 | -1.2 | . | 4 | -1 | -0.5 | . | . | 2 | . | .
CN1CCN(c2ccc(CNC(=O)C3(C)Cc4c(-c5ccccc5)ccnc4O3)cc2)CC1 (centres undefined) | 0.7 | -1 | 7 | -13 | -0.3 | i | -1 | -2 | 0 | .
Cc1cc(Br)cn2c(CC(C)(C)C)c(C3CCCCC3)nc12 | -1.3 | 23 | 0 | 9 | 0.1 | i | -2 | 0 | 2 | .
Cc1ccccc1OCC(=O)NNC(=S)NC(=O)c1ccco1 | -1.0 | 2 | 0 | 9 | -0.4 | i | 22 | -6 | 2 | -4
CC(=O)c1cc(NC(=O)c2cccc(C(F)(F)F)c2)c(=O)oc1/C=C/N(C)C | -0.4 | 0 | -22 | 8 | 3.0 | . | -111 | 50 | -9 | -12
Cn1cccc1C(=O)NC(=O)COC(=O)c1ccc(S(C)(=O)=O)cc1 | -0.4 | -6 | 1 | 2 | 0.7 | i | -4 | -1 | -2 | -5
Cc1cc(OCC(=O)N2CCc3ccccc3C2)c(C)cc1Br | -0.5 | -2 | 2 | -4 | 2.9 | i | 18 | -1 | -1 | -7
COc1ccc(Oc2cc(Cl)nc(N)n2)cc1 | -0.5 | 2 | -2 | 8 | -0.5 | i | 4 | -2 | 0 | -1
COc1ccc(C2CC(C(F)(F)F)n3nc(C(=O)N(C)Cc4cn(C)nc4C)c(Cl)c3N2)cc1 (centres undefined) | 0.6 | -1 | 1 | -4 | -0.2 | i | -1 | 4 | 2 | -10
O=C(OCc1nnc(-c2ccccc2)o1)c1ccccc1 | -0.7 | 2 | 1 | -2 | 0.1 | i | -11 | 3 | 0 | -7
COC(CNC(=O)c1ccc(CS(=O)(=O)c2c(Cl)cccc2Cl)o1)OC | -0.1 | -1 | 10 | -4 | 1.5 | i | -3 | -2 | -1 | -2
COc1ccc(C2CC(=O)Nc3sc(=N)c4c(N)c(C#N)c(N)nc4c32)cc1OC (centres undefined) | -0.9 | -7 | -49 | 12 | -0.3 | i | 5 | 9 | -1 | 5
Cc1ccc(CNC(=O)Cn2c([N+](=O)[O-])cnc2C)cc1 | -0.8 | 3 | -10 | -5 | -0.7 | i | 7 | 0 | 3 | -3
CCCCNC(=O)C1(C)CCCCN1C(=O)c1ccc(C)c(F)c1 (centres undefined) | -0.2 | 6 | -3 | 11 | -0.9 | i | 2 | 2 | -2 | .
CC(NC(=O)C(c1ccccc1)c1ccccc1)c1ccc(S(N)(=O)=O)cc1 (centres undefined) | -0.5 | -1 | 5 | -2 | -0.7 | i | 6 | -5 | -2 | -10
CS(=O)(=O)N1CCN(c2ccc(NC(=O)c3ccccc3)cc2)CC1 | -1.0 | 3 | 2 | 0 | 0.7 | i | -1 | -10 | 3 | -3
O=C(CN1C(=O)CSC1=O)N1CCCCC1 | -0.3 | -1 | -2 | 4 | -1.4 | i | 8 | 1 | -1 | 3
COc1cc(/C=N/NC(=O)CCC(=O)Nc2ccc(Br)cc2)ccc1O | 0.4 | -1 | -5 | -4 | 0.1 | i | -5 | -1 | -3 | -12
c1ccc(-c2nnc3n2-c2ccccc2SC3)cc1 | -0.3 | 7 | 12 | -8 | 0.4 | i | 30 | -5 | 1 | -4

The last 2 records of the part above come first, to join the parts:
SMILES | TbMetRS inhib | DNMT1 block | SUMO1 PPI mod | NadD inh | LMPTP inh | Rpn11 inh | MLLE-PAM2 inh | CSN inh | STEP block | Scp1 inh
COc1cc(/C=N/NC(=O)CCC(=O)Nc2ccc(Br)cc2)ccc1O | 0.4 | -1 | -5 | -4 | 0.1 | i | -5 | -1 | -3 | -12
c1ccc(-c2nnc3n2-c2ccccc2SC3)cc1 | -0.3 | 7 | 12 | -8 | 0.4 | i | 30 | -5 | 1 | -4
CC(=O)c1ccc(NC(=O)Cn2c(=O)oc3ccccc32)cc1 | -1.7 | 2 | -1 | -11 | -1.9 | i | -13 | 0 | -2 | -9
COc1ccc2sc(-c3ccc(S(C)(=O)=O)cc3)c(C(=O)NCCCN3CCCC3=O)c2c1 | 0.3 | 6 | -10 | 2 | 0.6 | i | 1 | -4 | -2 | -11
Fc1ccc(Br)cc1/C=N/N1CCN(c2ccccc2)CC1 | -0.1 | 3 | 5 | 7 | 1.8 | i | 0 | -3 | 3 | -2
O=Cc1ccc(Oc2ccc(F)cc2)nc1 | -0.2 | 0 | -1 | 9 | -1.1 | i | -1 | -1 | -2 | -10
Cc1c(N/C(=N/S(=O)(=O)c2ccccc2)c2ccc(Cl)cc2)c(=O)n(-c2ccccc2)n1C | -0.6 | 5 | -3 | -2 | -1.1 | i | -7 | -1 | 3 | -3
COc1cc(-c2nnc(SCC(=O)/C(C#N)=C(\C)N)o2)cc(OC)c1OC | 0.0 | 0 | 2 | 3 | 0.3 | i | -40 | -1 | -2 | 2
O=C(CSC1CC(=O)N(c2ccc(C(=O)O)cc2)C1=O)Nc1ccc2ccccc2c1 (centres undefined) | 0.0 | -2 | -1 | -3 | -1.0 | i | 37 | -1 | 0 | -8
CC(Cc1ccccc1)=NNc1ccc([N+](=O)[O-])cc1[N+](=O)[O-] | -0.2 | -3 | -30 | 5 | 3.0 | i | 12 | -2 | 0 | -7
COc1ccccc1OCC(=O)Nc1cc(C(F)(F)F)ccc1-n1cncn1 | -0.2 | 1 | 4 | -3 | 0.5 | i | -3 | -2 | -1 | -4
NC(=O)Cc1ccc(C(=O)CSc2nnc(-c3ccncc3)n2C2CC2)s1 | 0.4 | 78* | 15 | 28 | 57* | i | -14 | 34 | 0 | 79*
CCNC(=O)C12CCC(C)(c3nc4cc(C)c(C)cc4nc31)C2(C)C (centres undefined) | -0.2 | 1 | 4 | 1 | 1.0 | i | -1 | 6 | 1 | -6
O=S(=O)(c1ccc2c(c1)OCCO2)N1CCC(c2nc3ccccc3[nH]2)CC1 | -0.6 | -9 | 0 | 2 | 1.5 | i | -8 | 5 | -1 | -1
CCOc1nc(-c2ccccc2)ccc1-c1noc(-c2cccs2)n1 | -0.2 | -4 | 15 | -1 | 1.5 | i | -15 | 5 | -1 | -1

Complete entries, quoted from the list.
Results for `Cc1ccc(CNC(=O)Cn2c([N+](=O)[O-])cnc2C)cc1` = TbMetRS inhib = -0.8; DNMT1 block = 3; SUMO1 PPI mod = -10; NadD inh = -5; LMPTP inh = -0.7; Rpn11 inh = i; MLLE-PAM2 inh = 7; CSN inh = 0; STEP block = 3; Scp1 inh = -3
Results for `Cc1ccc(NC(=O)COC(=O)/C=C/c2ccc(Br)o2)cc1S(=O)(=O)N(C)C` = TbMetRS inhib = 0.3; DNMT1 block = -1; SUMO1 PPI mod = 1; NadD inh = -1; LMPTP inh = 0.4; Rpn11 inh = i; MLLE-PAM2 inh = -3; CSN inh = 1; STEP block = -1; Scp1 inh = 3
Results for `O=C(CSC1CC(=O)N(c2ccc(C(=O)O)cc2)C1=O)Nc1ccc2ccccc2c1` (centres undefined) = TbMetRS inhib = 0.0; DNMT1 block = -2; SUMO1 PPI mod = -1; NadD inh = -3; LMPTP inh = -1.0; Rpn11 inh = i; MLLE-PAM2 inh = 37; CSN inh = -1; STEP block = 0; Scp1 inh = -8

High-throughput results deposited in PubChem BioAssay by several laboratories.
